SMARCA2 act: SMARCA2 function activation, primary screen; MG213 cells, MMTV-luciferase reporter, dexamethasone, overnight; 370,000 compounds, 1% hits; activation, % at 9.1 µM; AID 652017; in the data active means activation above about 7.8%;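 further: 0% = vehicle wells and 100% = reference activator wells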
NPR2 activator: GC-B (human) receptor activation; activation, % at 10 µM; AID 1920062; 370,000 compounds, 0.11% hits; HEK293-GC-B cells, CNP EC30, cGMP TR-FRET; 0% at EC30 CNP, 100% saturating CNP; P20594;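 active means activation at 10 µM reaching about 35% in either raw or pattern-adjusted values, limit read from the data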
Target sequence (P20594 whole entry, looked up): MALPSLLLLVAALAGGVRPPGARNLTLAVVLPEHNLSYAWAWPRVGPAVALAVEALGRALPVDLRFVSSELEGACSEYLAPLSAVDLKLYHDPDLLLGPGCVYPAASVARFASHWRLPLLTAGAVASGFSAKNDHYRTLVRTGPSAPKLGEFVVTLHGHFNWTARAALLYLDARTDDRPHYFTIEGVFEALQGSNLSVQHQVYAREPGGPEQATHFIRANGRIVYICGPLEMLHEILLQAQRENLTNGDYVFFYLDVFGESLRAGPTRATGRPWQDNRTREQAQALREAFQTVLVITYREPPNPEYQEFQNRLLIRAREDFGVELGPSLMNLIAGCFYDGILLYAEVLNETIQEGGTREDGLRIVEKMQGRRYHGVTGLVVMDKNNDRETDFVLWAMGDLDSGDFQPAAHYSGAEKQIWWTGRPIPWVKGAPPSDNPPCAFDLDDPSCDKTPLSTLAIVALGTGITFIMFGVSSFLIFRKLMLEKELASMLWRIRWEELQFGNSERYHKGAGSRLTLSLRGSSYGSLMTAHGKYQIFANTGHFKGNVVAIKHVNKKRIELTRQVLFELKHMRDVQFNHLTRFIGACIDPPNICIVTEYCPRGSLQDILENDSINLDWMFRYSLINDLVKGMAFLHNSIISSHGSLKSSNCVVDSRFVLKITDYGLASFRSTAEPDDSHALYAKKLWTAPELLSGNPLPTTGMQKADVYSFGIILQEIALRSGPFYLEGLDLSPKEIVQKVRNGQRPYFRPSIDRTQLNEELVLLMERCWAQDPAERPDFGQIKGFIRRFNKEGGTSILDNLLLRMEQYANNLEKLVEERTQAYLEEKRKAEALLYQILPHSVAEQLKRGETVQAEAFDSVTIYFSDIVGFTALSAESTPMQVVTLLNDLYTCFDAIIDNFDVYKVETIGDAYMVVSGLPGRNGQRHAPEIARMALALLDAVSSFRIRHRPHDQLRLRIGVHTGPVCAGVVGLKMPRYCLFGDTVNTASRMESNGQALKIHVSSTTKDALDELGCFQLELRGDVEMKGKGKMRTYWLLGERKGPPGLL
GC-A act: GC-A (human) enzyme activation; activation, % at 10 µM; HEK293 GC-A cells, cGMP TR-FRET, EC30 ANP; 0% at EC30 ANP, 100% saturating ANP; P16066; 370,000 compounds, 0.14% hits; AID 1671463; in the data active means activation above about 40%
hgDAF12 agonist: agonists of H. glycines DAF-12 nuclear receptor | HEK293 GAL4-hgDAF12 UAS-luciferase reporter, agonist luminescence; normalized to butyrate control | activation, % at 6.8 µM | 370,000 compounds, 1.8% hits;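 active means activation above a cutoff set at the mean of all screened compounds plus 3 SD, cut at about 10% in these data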;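 further: 0% = DMSO wells and 100% = sodium butyrate wells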
FXN GAA850 act: increases GAA850 frataxin promoter reporter activity; HEK293 lucGAA850 FXN promoter luciferase reporter, 24 h; percent of 10 µM SAHA response; activation, % at 6 µM; 360,000 compounds, 0.56% hits; AID 540364;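 active means activation above the average of all compounds screened plus 3 SD, cutoff fixed separately per campaign, cut at about 7.5% in these data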;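 further: 0% = DMSO wells and 100% = 10 µM SAHA wells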
ssDAF12 agonist: activators of S. stercoralis DAF-12 nuclear receptor | HEK293 ssDAF-12/GRIP1 lit1-tk-luc reporter, luminescence; % of 3 µM dafachronic acid response | 370,000 compounds, 1% hits | activation, % at 6.8 µM;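 active means activation above the mean over all tested compounds plus 3 SD, cut at about 0.9% in these data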;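 further: 0% = DMSO-only wells and 100% = 3 µM delta7-dafachronic acid wells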
DAX1 inh-1: inhibitors of human orphan nuclear receptor DAX1 (NR0B1). 340,000 compounds, 0.99% hits. P51843. inhibition, % at 6.75 µM. AID 504766. HEK293 Gal4-DAX1 luciferase reporter, luminescence;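 active means inhibition above the mean over all tested compounds plus 3 SD, cut at about 4.2% in these data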;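 further: 0% = DAX1-transfected cells with DMSO and 100% = empty-vector control cells with DMSO; inhibition shows as a rise in luminescence from relieved DAX1 repression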
sPLA2-III inh: Blocks human group III sPLA2 activity | inhibition, % at 12.2 µM | Q9NZ20 | QFRET BODIPY PC-A2 liposome hydrolysis, fluorescence | 370,000 compounds, 0.56% hits;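 active means inhibition above mean plus 3 SD of compounds lying within the high and low control bounds, cut at about 19% in these data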;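 further: 0% = median of test compound wells and 100% = no enzyme DMSO wells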
DAX1 inh-2: inhibitors of DAX1 repression of SF-1 activated StAR promoter; 370,000 compounds, 1.1% hits; AID 652010; inhibition, % at 6.8 µM; HEK293T StAR-luciferase reporter, SF-1/DAX-1 repression relief;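 active means inhibition above the mean over all tested compounds plus 3 SD, cut at about 3.6% in these data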;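 further: 0% = DAX-1 cells with DMSO and 100% = cells lacking DAX-1 with DMSO; higher inhibition means more luminescence from relief of DAX-1 repression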
ADAM10 inh: inhibitors of human ADAM10. O14672. recombinant ADAM10, EDANS/DABCYL FRET peptide cleavage, 3 h. inhibition, % at 7 µM. 370,000 compounds, 0.62% hits;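 active means inhibition above a per-campaign cutoff equal to the mean of compounds falling between control-based bounds plus 3 SD, cut at about 20% in these data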;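 further: 0% = DMSO wells while the 100% control is not disclosed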
hcDAF-12 act: activators of H. contortus DAF-12 nuclear receptor. HEK293 hcDAF-12 lit1-tk-luc reporter, luminescence; 0% DMSO, 100% Δ7-dafachronic acid. activation, % at 6.8 µM. 370,000 compounds, 1.4% hits. AID 652067;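 active means activation above the mean of all tested compounds plus 3 SD, cut at about 5.5% in these data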;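 further: 100% = response to 3 µM Δ7-dafachronic acid high control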
Numbers without * were called inactive; i = inactive; x = not tested or not shown.

Molecule,SMARCA2 act,NPR2 activator,GC-A act,hgDAF12 agonist,FXN GAA850 act,ssDAF12 agonist,DAX1 inh-1,sPLA2-III inh,DAX1 inh-2,ADAM10 inh,hcDAF-12 act
CCOc1cc(N2CCOCC2)c(OCC)cc1NC(=O)C1CC(=O)N(c2ccc(C)cc2)C1 (stereo unspecified),-2,3,-2,0.3,1.0,-1.0,-0.2,6,-0.6,-5,-2.0
CC1CCCN(c2cccc3c2S(=O)(=O)N(Cc2cccc(Cl)c2)[C@@H](C)[C@H](c2ccccc2)O3)C1 (stereo partly specified),-5,0,-6,1.7,x,-0.6,x,0,2.5,-7,0.3
Cc1ccc(-n2nnnc2SCC(=O)Nc2ccccc2-c2ccccc2)cc1C,-4,-3,2,-2.3,0.3,-1.5,0.1,-19,-0.3,10,-1.6
c1cn2c(Nc3ccc4c(c3)OCCO4)c(-c3ccc(N4CCOCC4)cc3)nc2cn1,1,5,15,1.3,8.8*,-1.6,2.0,6,0.1,-12,1.1
Cc1nnc(SCc2cc(=O)[nH]c(/N=C(\N)Nc3ccccc3)n2)s1,3,-3,0,0.2,-3.0,-1.4,2.6,0,-0.2,-3,-1.2
CCOC(=O)CNC(=O)N(C)[C@H]1C[C@H]2c3[nH]c4c(-c5cccc(C)c5)cccc4c3CCN2C(=O)[C@H]1[C@H](C)O,4,-12,-6,-3.9,x,-1.9,x,-10,-0.4,i,-1.2
COc1cccc(/C=N/NC(=O)CCc2ccccc2)c1,0,x,x,-1.5,2.2,-1.2,0.2,7,-0.3,1,2.2
O=C(CSc1nc2[nH]ncc2c(=O)n1-c1ccccc1)NCc1cccs1,-1,-6,-3,-0.7,-1.1,-1.4,0.5,-1,-0.4,4,1.1
O=C(Nc1ccc(F)cc1)NC1CCN(Cc2c(F)cccc2Cl)CC1,-4,-4,0,-1.6,-0.5,-2.0,-1.3,-5,-0.1,3,0.3
COc1ccc2oc(=O)c(C(=O)NCc3cccnc3)cc2c1,1,5,1,3.5,-1.0,-1.0,-0.3,-5,0.4,i,-0.7
O=C(OCC(=O)N1CCc2ccccc2C1)c1cc(=O)[nH]c2ccccc12,2,-3,1,9.0,1.4,-1.2,2.8,0,1.3,-90,2.8
O=S(=O)(c1ccc(Br)s1)N1CCNCC1,-1,7,2,1.8,0.3,-0.9,-1.1,2,0.0,-3,-1.7
COc1ccc(CNC(=O)CCOc2ccc(C(C)(C)C)cc2)cc1,0,0,-2,-1.1,0.6,-1.0,1.2,-15,-1.1,2,0.7
CCCC1(C)SC(NC(C)=O)=NN1C(C)=O (stereo unspecified),2,2,2,1.1,-0.1,-1.3,0.6,2,-0.2,14,-0.5
O=C(CSc1nc2ccccc2s1)Nc1ccc(N2CCOCC2)c(Cl)c1,-4,-3,0,-1.7,1.1,-0.8,-1.1,4,-0.6,-3,1.6
Cc1ccc2[nH]c(=O)c(CN(C)S(=O)(=O)c3cccc4nonc34)cc2c1,-3,8,1,0.9,0.6,-1.3,0.2,3,0.8,-6,0.4
COc1ccc2c(=O)c3c(=O)n(Cc4ccccc4)c(C(C)C)nc3oc2c1,-1,-8,0,-0.7,-1.6,-1.9,x,-2,-0.4,-2,-2.2
CC(C)Oc1cc(F)ccc1-c1cc(C(=O)NCc2ccccn2)[nH]n1,-6,4,-2,-3.2,2.9,-0.6,x,0,-1.0,-6,-2.3
Cc1cc(C)nc(N/N=C/c2cccc3ccccc23)n1,-2,3,-4,7.7,3.9,-1.7,0.6,19*,1.2,-3,1.1
COC(=O)C1=C(C(=O)OC)[C@@H]2N(C)c3ccccc3[C@@]23C[C@@H](C(=O)OC)N(C(=O)C2CCC2)C3=N1,-1,-15,-18,2.3,0.0,-0.9,-0.3,3,0.3,4,-2.0
CCN1CCN(C(c2cccs2)C(C)NC(=O)c2c(F)cccc2F)CC1 (stereo unspecified),5,-5,-2,-0.1,1.4,-1.4,1.3,5,0.2,-1,-0.8
COc1ccc(NC(=O)COc2nsnc2N2CCOCC2)c(OC)c1,0,-2,-1,2.1,1.4,-0.8,0.8,-5,0.8,-1,-0.4
CC(C)Cn1c(N)c(C(=O)COC(=O)c2ccc(O)cc2)c(=O)n(C)c1=O,0,-6,4,-0.2,-0.8,-1.1,-0.3,-18,-1.0,1,-0.4
COc1cc(C(=O)NC(=S)Nc2ccc(N3CCCC3)cc2)cc(OC)c1OC,-2,7,1,-2.5,1.8,-1.5,1.1,5,-1.0,0,-2.0
C/C(=N\NC(=O)Cn1nc(C)cc1C)c1ccc([N+](=O)[O-])cc1,-1,1,1,-0.2,0.2,-0.3,0.6,1,-0.8,1,1.6
Cc1cnc(CN2CCc3c([nH]c4ccccc34)C2CC(C)C)[nH]1 (stereo unspecified),-2,4,-1,-2.4,-3.4,-0.1,0.2,-6,-0.7,-48,2.8
COc1ccccc1CNC(=O)C(C)c1ccc([N+](=O)[O-])cc1 (stereo unspecified),-1,-2,3,-0.9,2.8,-1.6,-1.2,2,-0.1,-9,-0.7
COc1ccc2c(c1)CC/C(=C\Nc1ccc3c(c1)OCO3)C2=O,5,-2,2,-2.0,3.8,-1.5,0.4,11,-0.5,-8,2.1
CC(=O)NCCc1nc2cc(NC(=O)c3ccc(F)cc3)ccc2n1C,6,5,1,10,3.5,-0.1,2.7,16,1.5,-4,2.5
O=C(CSc1nnc(-c2ccccc2)n1Cc1ccccc1)NC1CC1,1,2,-2,-2.6,0.2,-1.4,-0.3,8,0.7,3,-0.7
O=C1COc2ccc(S(=O)(=O)CCC(=O)NC3CCCCC3)cc2N1,-1,9,2,1.7,1.4,-1.1,0.8,3,-0.8,-5,2.5
CN1C(=O)c2c(sc3c2CC(C)(C)SC3)N2CCN=C12,3,6,6,-1.0,0.9,-1.2,-0.9,-1,-1.6,-89,-0.9
O=C(OCC#CCSc1nnc(-c2cccc3ccccc23)o1)c1cccc(C(F)(F)F)c1,x,3,-3,-0.1,x,-2.1,x,3,x,-6,-1.3
COc1ccc(-n2nc(C(=O)NCC(=O)NCCC3=CCCCC3)c3ccccc3c2=O)cc1,0,-5,-1,-0.1,-0.4,-1.3,-0.2,-4,0.0,-9,-2.8
CCn1c(SCc2cccnc2)nc2c1c(=O)n(C)c(=O)n2C,-2,-1,0,0.7,0.4,-1.4,0.5,9,-0.3,-6,-3.0
N#Cc1c2n(c3c(=O)n(CC(=O)c4ccc(Br)cc4)cnc13)CCCC2,1,-9,1,-0.8,0.9,-0.7,-0.1,-6,-0.8,-5,-1.9
Cc1ccc(C(=O)N[C@H](C(=O)OCc2cc(=O)n3c(n2)sc2ccccc23)C(C)C)cc1,2,1,4,1.0,2.1,-1.4,0.1,-12,0.4,-16,-1.6
N/C(=N\C(=O)OCc1ccccc1)N(Cc1ccccc1)C(C#CC1=CCCCC1)Cc1ccccc1 (stereo unspecified),-4,-1,0,-3.3,x,-0.4,x,8,-0.4,-5,0.3
O=S1(=O)[C@H]2C[C@@H]3C=C[C@@]2(CN1Cc1ccc(F)cc1)O3,0,4,1,-0.1,1.0,-1.1,0.9,9,-0.1,8,0.3
Cc1ccc(/C(N)=N/OC(=O)COc2ccc(Cl)c(C)c2)cc1,-1,-3,-1,-0.3,1.6,-0.8,-0.5,5,-0.7,-6,0.1
Cc1ccc2oc(C(=O)N3CCN(CCO)CC3)c(C)c2c1,0,0,1,0.0,0.2,-1.6,-0.7,-1,0.1,2,0.5
CC1CNC(=S)N(c2ccccc2)C1=O (stereo unspecified),-1,-3,-2,2.2,0.8,-1.3,0.7,7,-1.1,-8,0.8
COc1ccc(C2C3C(=O)N(Cc4ccccc4)C(=O)C3ON2c2ccccc2)c(OC)c1OC (stereo unspecified),1,-2,-3,-3.4,-1.7,-1.4,-0.6,-7,-0.5,21*,-1.5
CCc1ccc(Nc2cc(C)nc3ncnn23)cc1,-3,-1,5,0.5,1.2,-1.6,0.3,5,-0.1,0,-2.6
CC(NC(=O)Cc1ccsc1)c1ccc(F)cc1 (stereo unspecified),-2,-4,-1,-1.4,-0.1,-0.8,1.7,3,0.3,-1,3.8
CCn1cc(C(=O)NCC(OC)OC)c(=O)c2cc(S(=O)(=O)N3CCC(C)CC3)ccc21,-3,0,5,1.9,-2.3,-0.9,-0.1,3,-0.3,-2,-1.3
CCN1C(=O)C(CC(=O)Nc2ccc(F)cc2)N(Cc2cccs2)C1=S (stereo unspecified),-2,5,-5,-2.4,0.4,-1.7,-0.5,-34,-0.2,6,-2.8
Cc1cccc(NC(=O)c2cc(S(=O)(=O)N(C)c3ccc(F)cc3)ccc2Cl)n1,-2,-1,-5,-2.3,-1.6,-1.5,-0.6,1,-3.4,4,-1.4
Cc1ccc(-c2noc(CCC(=O)NCCN3CCc4ccccc4C3)n2)cc1,0,-2,-1,1.5,0.7,-0.9,0.7,-6,-0.3,0,0.3
CN(C)C(=S)Nc1ccc(Cc2ccncc2)cc1,-2,-1,0,-1.6,0.2,-1.3,1.7,14,0.4,-5,-2.5
Cc1cnc(CN(C)C(=O)CC2C(=O)NCCN2Cc2cccc(F)c2F)[nH]1 (stereo unspecified),-2,6,-1,-2.1,0.2,-1.4,1.3,3,-0.4,-6,-0.3
COc1cccc(CNC(=O)COC(=O)CCCNC(=O)c2ccc(Cl)cc2)c1,-1,-3,0,6.3,0.9,-1.2,-0.5,-2,0.5,0,-1.1
C=CCc1cccc2cc(C(=O)NCCOC)c(=O)oc12,-3,-5,4,2.0,2.0,-1.3,0.6,1,0.9,-76,-1.9
Cn1c(=O)c2cc(S(=O)(=O)NCCC(=O)NCC3CCCO3)ccc2n(C)c1=O (stereo unspecified),-3,-2,2,1.2,0.2,-1.1,-0.2,3,0.6,-3,0.4
CC(C)CN1CCN(Cc2cc(F)ccc2-n2cccn2)CC1CCO (stereo unspecified),-2,-5,-1,-1.6,1.3,-0.7,0.5,13,0.0,-1,3.1
Cc1ccc2[nH]cc(S(=O)(=O)c3ccc(C)c(C)c3)c(=O)c2c1,0,2,-3,0.9,4.5,-0.8,1.8,-5,-0.1,2,0.2
CN(C)CCCN(C(=O)CCc1ccccc1)c1nc2c(F)cccc2s1,7,-13,-10,5.5,-0.7,-0.7,2.3,-22,0.4,1,1.0
O=C(O)COc1ccccc1/C=N/NC(=O)C(O)c1ccccc1 (stereo unspecified),1,7,-2,-0.9,0.1,-1.0,-0.4,0,-0.2,-9,-2.2

High-throughput results from PubChem.

Not a hit list; any-hit rate near 6.6%.
